# KCNK9 inh: KCNK9 potassium channel inhibitors, primary screen, HEK293 cells, thallium flux; Potassium channel subfamily K member 9 (Homo sapiens), Q9NPC2; FluxOR thallium flux fluorescence; active compounds read low; B-score at 10 µM; hit rate 1.2% among 310,000; AID 488922, 2010;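 active = ratio B-score over 3 SD below the library mean, with starting fluorescence within 5 SD of its mean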;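 also: negative B-score means less thallium flux so channel inhibition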
# TRPC4 block: inhibitors of mouse TRPC4 channel, primary screen, Fluo4 calcium, HEK293 TRPC4beta/mu-opioid cells; AID 2247, 2010; B-score at 10 µM; DAMGO-evoked Fluo4 calcium flux; active compounds read low; Short transient receptor potential channel 4 (Mus musculus), Q9QUQ5; hit rate 0.39% among 300,000;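 active = B-score over 3 SD under the library average, no early fluorescence shift, positive overall ratio signal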
#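 Signal: kinetic Fluo4 fluorescence imaging of calcium influx. Material: stable TRPC4beta/mu-opioid receptor HEK293 cells. Probe or stimulus: DAMGO in two steps, submaximal then maximal.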
# PolyA inh: polyadenylation inhibitors in yeast reporter cells, primary screen, luminescence, S. cerevisiae. S. cerevisiae SKY197-pL101 polyadenylation reporter, beta-gal luminescence; efflux-impaired pdr1/pdr3 knockout yeast; score 100 = 6 SD above DMSO. calls only at 12 µM. hit rate 0.02% among 300,000;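 active = lowest replicate activity score at least 50, where 100 means six control SD above control mean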;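 also: yeast exposed to compound for 9 h at 30 °C; higher score means more reporter readthrough which indicates perturbed polyadenylation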
# KCNK3 inh: human KCNK3 channel inhibitors, primary screen, CHO cells, FluxOR thallium flux, B-score; hit rate 0.84% among 340,000; B-score at 10 µM; Potassium channel subfamily K member 3 (Homo sapiens), O14649; FluxOR fluorescence; active compounds read low; AID 602410, 2012;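 active = B-score under library mean minus 4 SD, starting fluorescence ratio at most library mean plus 5 SD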;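 also: more negative B-score means stronger inhibition of thallium flux through KCNK3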
# Platelet DG rel: inhibitors of platelet dense granule secretion, primary screen, cell-based, MLPCN, human platelets | human platelet-rich plasma, SFLLRN dense granule ATP release, luminescence | inhibition, %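 (compounds screened at 7.5 µM in platelet-rich plasma)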 | hit rate 0.22% among 300,000 | AID 1663, 2009;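 active = mean replicate score, as percent of positive control, at or above 50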
# Dyrk1A ADPGlo: rat Dyrk1A kinase inhibitors, primary screen, biochemical, single point, plate reader | Dual specificity tyrosine-phosphorylation-regulated kinase 1A (Rattus norvegicus), Q63470 | ADP-Glo luminescence, NFATc1 peptide | inhibition, % at 12.5 µM | hit rate 0.43% among 310,000 | AID 504441, 2011; in the data active = inhibition above about 50%;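 also: plate controls were vehicle with enzyme for no effect and no enzyme for full effect; many of its hits are not listed in these tables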
# TRPC4 agonist: activators of mouse TRPC4 channel, primary screen, Fluo4 calcium, HEK293 TRPC4beta/mu-opioid cells; Short transient receptor potential channel 4 (Mus musculus), Q9QUQ5; Fluo4 calcium fluorescence; active compounds read high; B-score at 10 µM; hit rate 0.49% among 310,000; AID 2237, 2010;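 active = B-score above 5 SD of library B-scores, and initial fluorescence ratio not above library mean plus 5 SD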;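 also: positive B-score marks a calcium rise read as TRPC4 activation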
#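 Assay system: HEK293 stable line with TRPC4beta plus mu-opioid receptor; schedule: 45 min room-temperature Fluo4 loading, 110 s read; technique: kinetic Fluo4 calcium fluorescence; evaluation: integrated baseline-normalised fluorescence ratio, converted to per-well B score; controls: buffer (low) and maximal DAMGO (high)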
# TRPC4 PAM: positive allosteric modulators of TRPC4, primary screen, cell-based, mouse TRPC4beta, HEK293 mu-opioid, Fluo-4 calcium; Short transient receptor potential channel 4 (Mus musculus), Q9QUQ5; DAMGO EC20, Fluo-4 Ca2+ flux; active compounds read high; B-score at 10 µM; hit rate 0.42% among 310,000;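 active = B-score of calcium response area above 5 SD of library B-scores, with initial fluorescence ratio within 5 SD of library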;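 also: B-score of integrated fluorescence ratio over time as area under calcium response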
# KCNQ1 pot: potentiators or activators of KCNQ1 channel, primary screen, cell-based, thallium flux, high-throughput; hit rate 0.35% among 310,000; CHO-K1 KCNQ1, thallium flux FluxOR fluorescence; active compounds read high; B-score at 10 µM; Potassium voltage-gated channel subfamily KQT member 1 (Homo sapiens), P51787;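 active = fluorescence ratio B-score, a plate-corrected score, at least three library SD, with initial intensity B-score within 5 SD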
#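 System: Stable KCNQ1 CHO-K1 line | Incubation: 90 min dye loading and 20 min compound exposure, both at room temperature | Measure: Ratio B score | Medium: Assay buffer for compound exposure, DMSO matched across wells | Compound dosing: Single-concentration screen | Probe or stimulus: K+/Tl+ depolarizing stimulus | Measured by: Kinetic FluxOR fluorescence, 10 s baseline plus 110 s post-stimulus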
# KCNQ1 block: inhibitors of human KCNQ1 channel, primary screen, cell-based, thallium flux, high-throughput; Potassium voltage-gated channel subfamily KQT member 1 (Homo sapiens), P51787; CHO-K1 KCNQ1, FluxOR thallium flux fluorescence; active compounds read high; B-score at 10 µM; hit rate 1.3% among 310,000;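 active = compounds whose thallium flux B-score, printed positive for inhibition, exceeds three library SD while starting fluorescence stays within three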;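 also: channel opened by potassium depolarization with thallium stimulus after 20 min compound exposure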
# hERG rescue: hERG rescue from dofetilide block, primary screen, cell-based, CHO-hERG, FluxOR thallium flux, dofetilide IC70; Voltage-gated inwardly rectifying potassium channel KCNH2 (Homo sapiens), Q12809; dofetilide IC70 present; activation (rescue from dofetilide block), less the hit threshold, % at 10 µM; hit rate 0.51% among 310,000;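 active = activation above the mean of controls blocked by dofetilide plus 5 SD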;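 also: thallium influx through hERG after potassium depolarization seen as dye fluorescence rise; in these data hits start at about 4.7%; inactives centre near -7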
# Target sequence (Q12809 whole entry, looked up): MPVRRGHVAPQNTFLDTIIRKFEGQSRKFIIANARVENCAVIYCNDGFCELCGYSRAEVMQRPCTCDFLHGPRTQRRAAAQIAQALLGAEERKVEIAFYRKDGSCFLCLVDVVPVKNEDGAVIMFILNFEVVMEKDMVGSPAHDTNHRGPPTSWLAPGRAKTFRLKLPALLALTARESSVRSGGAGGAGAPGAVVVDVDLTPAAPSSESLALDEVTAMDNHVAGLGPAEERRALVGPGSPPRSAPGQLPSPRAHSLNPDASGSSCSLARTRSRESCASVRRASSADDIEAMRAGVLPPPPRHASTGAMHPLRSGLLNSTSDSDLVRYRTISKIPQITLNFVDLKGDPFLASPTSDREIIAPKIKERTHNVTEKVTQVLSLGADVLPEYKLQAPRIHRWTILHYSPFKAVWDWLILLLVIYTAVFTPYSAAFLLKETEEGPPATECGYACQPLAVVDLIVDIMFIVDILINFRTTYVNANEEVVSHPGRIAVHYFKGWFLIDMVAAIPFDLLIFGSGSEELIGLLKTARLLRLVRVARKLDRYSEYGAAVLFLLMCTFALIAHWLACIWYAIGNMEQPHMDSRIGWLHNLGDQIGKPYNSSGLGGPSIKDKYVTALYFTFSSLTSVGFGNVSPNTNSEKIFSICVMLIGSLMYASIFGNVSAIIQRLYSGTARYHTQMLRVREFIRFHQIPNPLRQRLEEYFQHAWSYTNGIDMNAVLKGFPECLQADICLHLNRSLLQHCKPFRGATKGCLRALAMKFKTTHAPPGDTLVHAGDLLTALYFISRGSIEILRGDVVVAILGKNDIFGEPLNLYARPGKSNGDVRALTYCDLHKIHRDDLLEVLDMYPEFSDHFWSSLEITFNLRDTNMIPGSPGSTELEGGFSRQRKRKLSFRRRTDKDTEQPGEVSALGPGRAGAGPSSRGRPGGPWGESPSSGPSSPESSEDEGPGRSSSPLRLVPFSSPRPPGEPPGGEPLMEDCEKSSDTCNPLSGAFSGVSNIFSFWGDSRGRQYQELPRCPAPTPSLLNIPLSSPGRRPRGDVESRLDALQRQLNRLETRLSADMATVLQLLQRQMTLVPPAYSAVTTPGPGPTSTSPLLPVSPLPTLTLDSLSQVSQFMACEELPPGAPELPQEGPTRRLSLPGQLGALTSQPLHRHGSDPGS
# Numbers without * were called inactive; i = inactive; nt = no result given.
SMILES,KCNK9 inh,TRPC4 block,PolyA inh,KCNK3 inh,Platelet DG rel,Dyrk1A ADPGlo,TRPC4 agonist,TRPC4 PAM,KCNQ1 pot,KCNQ1 block,hERG rescue
COc1cc(OC)cc(C(=O)NCCNC(=O)c2ccccn2)c1,i,i,i,i,-1,5,i,i,i,i,-7
COc1ccc(C2=NS(=O)(=O)N(C)C(C(=O)NCc3ccc4c(c3)OCO4)=C2)cc1,i,i,i,i,0,-1,i,i,i,i,-4
O=[N+]([O-])c1cccc(NN=Nc2ccccc2)c1,i,i,i,i,2,1,i,i,i,i,-1
CCOCCCNC(=S)NCCNc1nc2c(C)cccc2cc1C#N,i,i,i,i,1,nt,i,i,i,i,0
COc1ccc(CCN(C)Cc2c(O)ccc3cc(Br)ccc23)cc1OC,i,i,i,i,5,5,i,i,i,i,-13
Nc1nc(N2CCN(C(=O)c3ccco3)CC2)nc2ccc(Br)cc12,i,i,i,i,22,19,i,i,i,i,-28
CCOc1cc(C=C(C#N)C#N)ccc1Oc1ccc([N+](=O)[O-])cn1,i,i,i,i,-7,-3,i,i,i,i,-11
CCc1ccc(/C=C2/SC(=S)N(CC(=O)Nc3nc4ccccc4s3)C2=O)cc1,i,i,i,i,0,-1,i,i,i,i,-9
CC(C)OC(=O)CCC1(C(=O)O)CCC(=O)NC1 (stereo not given),i,i,i,i,5,-1,i,i,i,i,-9
CCCCN1C[C@H](Cc2ccccc2)[C@@H](CC(=O)NCc2ccc(OC)cc2)C1=O,i,i,i,i,-2,8,i,i,i,i,-6
CC(C)CN(C1CCS(=O)(=O)C1)S(=O)(=O)c1ccc2ccccc2c1 (stereo not given),i,i,i,i,4,7,i,i,i,i,-4
O=C(COC(=O)c1cccc(Cl)c1)Nc1cc(Cl)ccc1Oc1ccccc1,i,i,i,i,0,0,i,i,i,i,-6
Clc1cccc(-c2ccc(C=Nc3ccc(N4CCOCC4)cc3)o2)c1,i,i,i,i,-2,6,i,i,i,i,-9
Cn1c(SCC(=O)c2ccccc2)ncc(C(=O)Nc2ccccc2)c1=O,i,i,i,i,2,11,i,i,i,i,-9
Cc1cc(C)c2c(C)c(C(=O)NCc3ccncc3)oc2c1,i,i,i,i,3,4,i,i,i,i,-19
COc1ccc(-n2ncc3c(N4CCC(C(N)=O)CC4)ncnc32)cc1,i,i,i,i,-7,8,i,i,i,i,-3
O=[N+]([O-])c1ccc(N2CCN(S(=O)(=O)c3ccc(Cl)cc3)CC2)cc1NCc1cccnc1,i,i,i,i,2,-2,i,i,i,i,-4
Cc1cn(S(=O)(=O)c2ccccc2[N+](=O)[O-])cn1,i,i,i,i,-1,1,i,i,i,i,-6
CN1CCN(c2nc3c(c(=O)[nH]c(=O)n3C)n2Cc2ccc([N+](=O)[O-])cc2)CC1,i,i,i,i,2,-2,i,i,i,i,3
CCS(=O)(=O)c1ncc(Cl)c(C(=O)Nc2ccc(S(=O)(=O)N3CCCC(C)C3)cc2)n1 (stereo not given),i,i,i,i,-11,-6,i,i,i,i,-8
Cc1cccc(N(C)S(=O)(=O)c2ccc3c(c2)CCC(=O)N3)c1,i,i,i,i,6,4,i,i,i,i,-9
Cc1nc2ccc(OC(=O)c3ccccc3)cc2s1,i,i,i,i,nt,1,i,i,i,i,-16
CC(C)NC(=O)c1ccc(-c2cccc(C(F)(F)F)c2)o1,i,i,i,i,-12,0,i,i,i,i,-5
CC(O)CNc1nc(Cl)c(C#N)s1 (stereo not given),i,i,i,i,3,0,i,i,i,i,-7
COC(=O)c1cc2c(C)nn(C)c2s1,i,i,i,i,-4,3,i,i,i,i,-8
CC(=O)Nc1ccc(NC(=O)c2ccc(NS(=O)(=O)c3cc(C(C)(C)C)cc(C)c3C)cc2)cc1,i,i,i,i,0,0,i,i,i,i,-5
Cc1c(C)c2c(OCC(=O)Nc3cccnc3)cc3c(c2oc1=O)CCC(C)(C)O3,i,i,i,i,5,-1,i,i,i,i,-8
O=C(CNCC1CCCO1)Nc1ccc(N2CCCCCC2)cc1 (stereo not given),i,i,i,i,-10,-2,i,i,i,i,-18
COc1cc(/C=C2\CC/C(=C\c3ccc(OCCO)c(OC)c3)C2=O)ccc1OCCO,i,i,i,i,4,1,i,i,i,i,-10
Cn1c(CNC(=O)c2ccco2)nnc1SCC(=O)Nc1ccc(Cl)cc1,i,i,i,i,-6,6,i,i,i,i,-5
O=C(Nc1cc2c3c(c1)CC(=O)N3CCC2)c1ccc(F)cc1,i,i,i,i,-1,1,i,i,i,i,-9
O=C(NCCN1CCCCC1)c1ccc(/C=N/O)nc1,i,i,i,i,5,4,i,i,i,i,-10
CCCc1nccn1S(=O)(=O)c1cc(OC)ccc1OC,i,i,i,i,1,4,i,i,i,i,-13
Cc1ccc(S(=O)(=O)N2CCC(C(=O)NNC(=O)c3ccccc3)CC2)cc1,i,i,i,i,-3,11,i,i,i,i,-5
CCc1ccc(OCC(=O)Nc2nnc(C3CCCC3)s2)cc1,i,i,i,i,2,-7,i,i,i,i,-8
COc1ccc(-c2csc(-n3cccn3)n2)cc1,i,i,i,i,-3,38,i,i,i,i,-1
C/C(=N\Oc1cccc(F)n1)c1ccc(Cl)cc1Cl,i,i,i,i,-1,10,i,i,i,6*,-8
O=C(CCS(=O)(=O)Cc1ccccc1F)NCCCN1CCCCC1,i,i,i,i,-1,3,i,i,i,i,3
Fc1ccc(-n2nnc(-c3ccccc3Cl)n2)cc1,i,i,nt,i,10,3,i,i,i,i,-5
COc1ccc(C(=O)NCc2ccc3c(c2)OCO3)cc1S(=O)(=O)NCc1ccc(Cl)cc1,i,i,i,i,-17,2,i,i,i,i,-3
O=C(c1ccc(F)cc1)C1CCN(CCn2c(=S)[nH]c3ccccc3c2=O)CC1,i,i,i,nt,7,nt,i,i,i,i,-11
CCN(CC)CCCN(C(=O)c1ccc(OC)cc1)c1nc(-c2ccc(OC)cc2)cs1,i,i,i,i,1,7,i,i,i,i,-14
O=[N+]([O-])c1ccccc1S(=O)(=O)N1CCc2ccccc2C1,i,i,i,i,12,2,i,i,i,i,-8
CCOC(=O)c1c(-c2ccccc2)n(C)c2ccc(O)cc12,i,i,i,i,-9,4,i,i,i,i,-13
CCOc1ccccc1-c1nc2c(s1)CCc1onc(-c3ccc(OC)cc3)c1-2,i,i,i,i,2,0,i,i,i,i,-2

# Taken from above:
# O=C(Nc1cc2c3c(c1)CC(=O)N3CCC2)c1ccc(F)cc1 @ Dyrk1A ADPGlo: 1
# Cc1ccc(S(=O)(=O)N2CCC(C(=O)NNC(=O)c3ccccc3)CC2)cc1 @ hERG rescue: -5

# In the list so far, two have an NH in an aromatic ring.
SMILES,KCNK9 inh,TRPC4 block,PolyA inh,KCNK3 inh,Platelet DG rel,Dyrk1A ADPGlo,TRPC4 agonist,TRPC4 PAM,KCNQ1 pot,KCNQ1 block,hERG rescue
CN1CCN(c2nc3c(c(=O)[nH]c(=O)n3C)n2Cc2ccc([N+](=O)[O-])cc2)CC1,i,i,i,i,2,-2,i,i,i,i,3
O=C(c1ccc(F)cc1)C1CCN(CCn2c(=S)[nH]c3ccccc3c2=O)CC1,i,i,i,nt,7,nt,i,i,i,i,-11

# Further results.
SMILES,KCNK9 inh,TRPC4 block,PolyA inh,KCNK3 inh,Platelet DG rel,Dyrk1A ADPGlo,TRPC4 agonist,TRPC4 PAM,KCNQ1 pot,KCNQ1 block,hERG rescue
O=C(N/N=C/c1cc(Br)ccc1O)c1ccccc1Cl,i,i,i,i,5,-3,i,i,i,i,-6
COc1ccc(Nc2nc3ccc(OC)cc3s2)cc1,i,i,i,i,16,nt,i,i,i,i,-4
CCOC(=O)N1CCN(C(=O)c2cccc(N3C(=O)NC4CC3(C)Oc3ccccc34)c2)CC1 (stereo not given),i,i,i,i,-6,1,i,i,i,i,-9
CCN(CC(=O)Nc1c(F)cccc1F)C(=O)/C=C/c1ccc2ccccc2n1,i,i,i,i,3,nt,i,i,i,i,-17
C/C(=N\O)C(C)/[N+]([O-])=C/c1nc(C)c(C)n1O (stereo not given),i,i,i,i,27,22,i,i,i,i,-9
CC(=O)Nc1ccc(CN(C)CC2CCCN(CCc3cccc(C(F)(F)F)c3)C2)cc1 (stereo not given),i,i,i,i,-3,9,i,i,i,i,-6
COc1ccccc1/C=C/C=N/NC(=O)CCn1cnc2ccccc21,i,i,i,i,8,10,i,i,i,i,-8
Cc1c(-c2ccc(OCc3ccccc3)cc2)nc2ccccc2c1C(=O)O,i,i,i,i,7,11,i,i,i,i,-9
Cc1ccc(NC(=O)CC(C)CC(=O)NCc2ccccc2)cc1Cl (stereo not given),i,i,i,i,nt,0,i,i,i,i,-16
CC(C)(C)c1ccccc1NC(=O)COC(=O)CN1C(=O)NC2(CCCC2)C1=O,i,i,i,i,-1,-8,i,i,i,i,-12
CC(=O)CSc1nnc(CN2C(=O)CSc3ccc(C(F)(F)F)cc32)n1C,i,i,i,i,-3,2,i,i,i,i,-7
CCC(=O)Nc1ccccc1C(=O)OCC(=O)c1ccccc1,i,i,i,i,-7,10,i,i,i,i,-11
CCC(=O)N(Cc1cc2c(C)ccc(C)c2[nH]c1=O)C1CCCCC1,i,i,i,i,-3,1,i,i,i,i,-6
COC(=O)C[C@H]1c2ccccc2S(=O)(=O)N1C(C)C,i,nt,i,i,1,8,i,i,i,i,-5
CCc1ccc(CCC(=O)Nc2ccc(C(=O)O)cc2)o1,i,i,i,i,1,2,i,i,i,i,-2

# High-throughput results: PubChem, several laboratories

# Some of the compounds tested, so the mix of outcomes need not match the whole.
